High-throughput results deposited in PubChem by Johns Hopkins Ion Channel Center.
Kir21 inh: inhibitors of mouse Kir2.1 inward-rectifier potassium channel; Inward rectifier potassium channel 2 (Mus musculus), P35561; HEK293-Kir2.1, FluxOR thallium flux fluorescence; active compounds read low; B-score at 10 µM; 310,000 compounds, 0.85% hits; AID 1672, 2009;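 active = fluorescence ratio B-score at or below minus 3 SD of library scores, with starting-brightness B-score within 2 SD, cut at about -4.2 in these data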;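 also: channel flux triggered by added potassium and thallium sulfate stimulus; B-score of peak minus minimum fluorescence over baseline after thallium stimulus; more negative B-score means stronger Kir2.1 block with less thallium influx; some compounds called inactive have numbers as strong as hits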
Target sequence (P35561 whole entry, looked up): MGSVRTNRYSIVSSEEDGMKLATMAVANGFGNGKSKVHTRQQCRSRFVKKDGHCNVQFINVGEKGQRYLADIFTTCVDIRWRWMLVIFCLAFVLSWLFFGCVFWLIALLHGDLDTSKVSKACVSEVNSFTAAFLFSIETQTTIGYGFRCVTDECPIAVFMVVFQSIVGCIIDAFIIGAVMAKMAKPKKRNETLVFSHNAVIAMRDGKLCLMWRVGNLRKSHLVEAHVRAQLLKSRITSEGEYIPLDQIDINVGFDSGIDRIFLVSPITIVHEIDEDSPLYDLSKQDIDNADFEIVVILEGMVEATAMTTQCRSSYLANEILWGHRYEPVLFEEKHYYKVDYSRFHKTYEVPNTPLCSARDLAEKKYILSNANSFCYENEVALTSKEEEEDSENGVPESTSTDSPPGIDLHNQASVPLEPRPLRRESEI
CHT block: inhibitors of human choline transporter CHT; B-score at 10 µM; High affinity choline transporter 1 (Homo sapiens), Q9GZV3; 310,000 compounds, 0.86% hits; AID 488975, 2010; CHT-expressing cells, membrane potential dye, choline response; active compounds read low;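 active = B-score over 3 SD under the library average, and starting fluorescence ratio not unusually high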;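 also: choline stimulus applied at its EC90 after an EC20 pre-addition; B-score computed on integrated fluorescence ratio after choline addition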
Target sequence (Q9GZV3 whole entry, looked up): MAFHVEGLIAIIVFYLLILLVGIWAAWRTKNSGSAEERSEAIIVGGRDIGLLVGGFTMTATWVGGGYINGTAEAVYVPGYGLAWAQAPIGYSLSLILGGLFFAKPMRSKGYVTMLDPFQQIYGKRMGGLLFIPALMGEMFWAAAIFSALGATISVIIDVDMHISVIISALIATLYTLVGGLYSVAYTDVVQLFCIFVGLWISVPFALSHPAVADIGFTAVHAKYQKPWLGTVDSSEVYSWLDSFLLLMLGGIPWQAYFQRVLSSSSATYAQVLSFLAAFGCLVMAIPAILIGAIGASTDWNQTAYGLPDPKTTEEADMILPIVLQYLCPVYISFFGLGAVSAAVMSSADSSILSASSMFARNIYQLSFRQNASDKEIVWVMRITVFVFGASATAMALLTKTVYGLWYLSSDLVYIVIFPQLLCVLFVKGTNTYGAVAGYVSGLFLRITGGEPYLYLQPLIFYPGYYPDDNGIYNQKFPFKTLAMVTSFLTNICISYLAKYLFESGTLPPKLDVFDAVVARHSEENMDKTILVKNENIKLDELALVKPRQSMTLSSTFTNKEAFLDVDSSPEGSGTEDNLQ
An asterisk follows results filed as active; i = inactive; / = not tested or not shown.

Kir21 inh | CHT block | SMILES
-1.4 | i | CCOC(=O)c1c(C)[nH]c(C)c1S(=O)(=O)N(C)CC(=O)N(C)Cc1ccccc1
-0.15 | i | Cc1ccccc1CSc1nnc(Cn2c(=O)sc3ccccc32)n1C
-8.7* | i | Cc1ccc(Nc2cc(C)nc3c(C)cccc23)cc1
-2.1 | i | CC(C)(C)c1cc[n+](-c2[nH]c(=O)sc2/C=N/NC(=O)c2ccccc2[O-])cc1
-0.24 | i | COc1ccc(C)cc1NC(=O)c1ccc(NS(=O)(=O)c2c(C)noc2C)cc1
0.46 | i | CC(=O)Nc1cccc(Nc2nc(-c3ccccc3F)nc3ccccc23)c1
-1.5 | i | COc1ccc(C(=O)CSc2nc3[nH]ncc3c(=O)[nH]2)cc1
1 | i | CCn1c(SCC(N)=O)nc2c1c(=O)n(C)c(=O)n2C
1.9 | i | O=C(c1ccccc1)c1cccn1CC(=O)N1CCc2ccccc2C1
-1.2 | i | O=C(c1ccc(Cl)cc1)[C@@H]1[C@@H]2C(=O)N(c3cccc4ccccc34)C(=O)[C@@H]2C2c3ccccc3C=NN21 (stereo partly specified)
-3.9 | i | Cc1cccc(C)c1NC(=O)CNC(=O)c1ccc2nc[nH]c2c1
0.45 | i | O=C(CNC(=O)c1ccc2c(c1)OCCO2)N=Nc1c(O)[nH]c2ccccc12
0.37 | i | CC(=O)NCC(=O)N(C)C(C(=O)Nc1ccc2c(c1)OCCO2)c1ccc(C)cc1 (stereo unspecified)
0.68 | i | CC(=O)c1ccc(N2CCN(C(C)C(=O)NC3CCCc4ccccc43)CC2)cc1 (stereo unspecified)
-1.2 | i | CCOC(=O)CSc1nc2cc(S(=O)(=O)Nc3ccccc3OC)ccc2o1
/ | i | Cc1sc2nc(CN(CCc3ccccc3)C(=O)c3ccco3)[nH]c(=O)c2c1C
-4.9* | i | C=CCC(C)(NCc1ccccc1)c1ccc(C)cc1 (stereo unspecified)
-2.7 | i | CCCOC(=O)CSC1=C(C#N)C(c2ccc3c(c2)OCO3)CC(=O)N1 (stereo unspecified)
0.36 | i | COc1ccc(NC(=O)CC2CCCC2)cc1OC
-5.3 | i | CC(=O)c1c(C)[nH]c(C(=O)Nc2ccc(C)c(S(=O)(=O)N(C)C)c2)c1C
0.06 | -11* | O=C(NC1CCCCCCC1)c1ccc(S(=O)(=O)N2CCCC2)cc1
2.1 | i | CC(C)CN(Cc1c(O)ccc2c(=O)c(-c3ccccc3)coc12)CC(C)C
-1.8 | i | CCCS(=O)(=O)c1c(S(=O)(=O)CCC)c2c(N)cccn2c1C(=O)OC
/ | i | O=C(CSc1nnc(Cn2c(=O)sc3ccccc32)n1-c1ccccc1)N1CCCCCC1
-1.1 | i | Oc1ccc(-c2nc(=S)[nH][nH]2)cc1
-1.8 | i | CCOc1ccc(C(=O)C[n+]2ccc(C(=O)NCCO)cc2)cc1
2.6 | i | O=C(CCS(=O)(=O)c1ccc(F)cc1)Nc1nnc(-c2cccs2)o1
-0.27 | i | O=C(NC1CCCC1)c1cc2cc(Br)ccc2o1
-0.3 | i | COc1ccc(Cc2nnc(SCC(=O)NCc3ccco3)o2)cc1
1.4 | i | O=c1c([N+](=O)[O-])c(N2CCCC2)c2ccccc2n1-c1ccccc1
2.7 | i | CCc1nc(N2CCN(C(C)=O)CC2)c2c3c(sc2n1)CCCC3
-1.3 | i | CCCCn1c(-c2cc(Cl)ccc2OC)n[nH]c1=S
-1.3 | i | CCOC(=O)c1c(C)oc2ccc(OCC(N)=O)cc12
0.68 | i | Cc1ccc(S(=O)(=O)NCC(=O)N(CC(=O)NCc2ccccc2)CC2CCCO2)cc1 (stereo unspecified)
-0.46 | i | O=c1c2sccc2n(Cc2ccc(F)cc2)c(=O)n1-c1ccc(F)cc1
-0.23 | i | CCOC(=O)Cc1csc(NS(C)(=O)=O)n1
-2.5 | i | Cc1nc2ccccc2c2oc(C(=O)N3CCN(C4CCCCC4)CC3)cc12
-0.51 | i | CN(C(=O)COC(=O)C(Cc1ccccc1)NC(=O)c1ccccc1)c1ccccc1 (stereo unspecified)
-1.3 | i | CC1(C)Cc2[nH]c3ccccc3c2C(C)(C)N1
1.8 | i | CC(C)c1ccc(-n2nc3ccc(N)cc3n2)cc1

Copied from the list.
Entry for CC(C)c1ccc(-n2nc3ccc(N)cc3n2)cc1 in Kir21 inh: 1.8
Entry for Cc1nc2ccccc2c2oc(C(=O)N3CCN(C4CCCCC4)CC3)cc12 in Kir21 inh: -2.5

Other structures:
Kir21 inh | CHT block | SMILES
2 | i | O=C(c1cccc(F)c1)N1CCN(c2ccc([N+](=O)[O-])c3cccnc23)CC1
0.45 | i | CCCC(=O)N=c1sc2cccc(F)c2n1C
-0.04 | i | O=C(Cc1ccccc1)Nc1ccc2oc(-c3cccnc3)nc2c1
-0.48 | i | Cc1ccc(S(=O)(=O)N(C)C)cc1NC(=O)c1ccc2ccccc2n1
0.12 | i | O=C(O)C1CCCCC1C(=O)NCCCCc1ccccc1 (stereo unspecified)
0.83 | i | CCSc1nc2ccccc2n1CC(=O)OC
0.15 | i | CC(=O)N1CCOCCOCCN(C(C)=O)CCOCC1
-0.16 | i | CCOC(=O)N1CCN(c2ccnc3cc(Cl)ccc23)CC1
1.7 | i | C/C(=N\NC(=O)c1ccoc1C)c1ccccc1
-3.5 | i | C=CCNc1nc(N)c([N+](=O)[O-])c(Nc2cccc(Cl)c2)n1

Two records picked at random from the list so far, as already listed:
Kir21 inh | CHT block | SMILES
2 | i | O=C(c1cccc(F)c1)N1CCN(c2ccc([N+](=O)[O-])c3cccnc23)CC1
0.45 | i | CCCC(=O)N=c1sc2cccc(F)c2n1C

Continued.
Kir21 inh | CHT block | SMILES
0.58 | i | COc1ccc(NC(=O)CCC(=O)Nc2ccc3nc(N4CCOCC4)cc(C)c3c2)c(OC)c1
-2.1 | i | Cc1cc(Cl)ccc1OC(C)C(=O)NN=C1CCCCCC1 (stereo unspecified)
1.4 | i | O=C(/C=C/c1ccccc1)NC(N1CCOCC1)C(Cl)(Cl)Cl (stereo unspecified)
-0.15 | i | CN(Cc1ccncc1)C1CC(=O)N(c2ccc(Cl)cc2)C1=O (stereo unspecified)
-0.33 | i | CCCOc1ccc(CN2CCOCC2)cc1OC
-2.2 | i | COc1ccc(OC(=O)c2cnc3n(c2=O)CCS3)cc1
-0.34 | i | O=C(Nc1nc(-c2cc(F)ccc2F)cs1)C1=NN(c2ccccc2)C(=O)CC1
1.1 | i | Cc1cccc[n+]1CC(=O)/C=C1\N(C)c2ccccc2C1(C)C
-0.21 | i | O=c1[nH]c(=O)n(Cc2ccco2)c2c1C(C(F)(F)F)(C(F)(F)F)N=C(C1CCCCC1)N2
0.32 | i | COc1ccc(C(=O)OC(C)CN2CCOCC2)cc1 (stereo unspecified)
-0.98 | i | Cc1ccc(NC(=O)CN2CCC(NC(=O)Cc3ccccc3)CC2)c(C)c1
-1.5 | i | Cn1c2c(c(=O)n(C)c1=O)C(c1ccc(C(F)(F)F)cc1)CC(=O)N2 (stereo unspecified)
0.7 | i | Cc1cc(C)cc(OCC(=O)Nc2ccncc2)c1
-0.76 | i | CCCS(=O)(=O)Nc1ccc2cn[nH]c2c1
0.72 | i | CC1=NN(C(=O)c2ccccc2Cl)C(O)(c2cccnc2)C1 (stereo unspecified)
-0.28 | i | CC1=C(C(=O)OC2CCCC2)C(c2coc3ccccc3c2=O)C2=C(CCCC2=O)N1 (stereo unspecified)
1.7 | i | C=CCNC(=O)C1CCN(c2nc(C)cc(-c3ccccc3)n2)CC1
0.06 | i | O=C(NC(=S)NNC(=O)c1cnccn1)c1ccc(Cl)cc1
1.4 | i | O=S(=O)(NCC(c1cccnc1)N1CCN(c2ccccc2)CC1)c1cc(F)ccc1F (stereo unspecified)
-0.66 | i | CSc1ccccc1C(=O)Nc1cccc(C(C)=O)c1
-0.04 | i | Cc1ccc(-c2nnc(SCC(=O)N/N=C/c3ccc(C)s3)n2-c2ccc(C)cc2)cc1
-0.36 | i | Cc1cccc(C)c1NC(=O)N1CCCCCCC1
1.5 | i | COc1cccc(CN2CCNC(=O)C2CC(=O)NCCOc2cccnc2)c1OC (stereo unspecified)
0.94 | i | O=C(OCC(=O)N1CCCc2ccccc21)c1cc(Cl)ccc1O
1.1 | -5.7* | COc1cc([N+](=O)[O-])ccc1NC(=S)NNC(=O)c1ccc2c(c1)OCO2
-0.26 | i | CCOC(=O)CN1C(=O)C(O)(CC(=O)c2ccco2)c2ccccc21 (stereo unspecified)
1.1 | i | COCCOc1ccc(C(F)(F)F)cc1NC(=O)c1ccc(C(F)(F)F)cc1
0.27 | i | COc1ccc(S(=O)(=O)N(C)CC(=O)NCc2ccccn2)cc1
1.2 | i | COc1ccc(-c2c(-c3ccc(O)cc3O)n[nH]c2C(F)(F)F)cc1
0.96 | i | CCOc1ccc(-n2c(SCC(=O)Nc3ccc(Br)cc3)nc3n[nH]c(C)c3c2=N)cc1
0.86 | i | Cc1ccc(S(=O)(=O)CCC(=O)OCc2ccc(S(=O)(=O)C(C)C)cc2)cc1
0.68 | i | COCCNC(=O)CN1CCC(n2c(C)nc3cc(C(F)(F)F)ccc32)CC1
-0.27 | i | O=C(NCc1cccnc1)C(=O)N/N=C/c1ccc([N+](=O)[O-])cc1
1.5 | i | CCOc1ccc(NC(=O)/C=C/c2ccc(OC)cc2)c([N+](=O)[O-])c1
0.29 | i | COc1ccc(S(=O)(=O)NNC(=O)c2ccc(-n3c(C)ccc3C)cc2)cc1
0.72 | i | S=C(Nc1ccccc1)N1CCC(C2CCN(C(=S)Nc3ccccc3)CC2)CC1
-0.56 | i | COc1cc(C(=O)COC(=O)c2cc([N+](=O)[O-])ccc2N2CCOCC2)ccc1OC(F)F
-1.3 | i | COC(=O)c1sc(NC(=S)NC(=O)c2ccc(F)cc2)nc1C
0.77 | i | O=C(CSc1nc2ncc(Br)cc2[nH]1)c1cccc([N+](=O)[O-])c1
0.67 | i | Cc1ccc(C(=O)Nc2ccnc(-c3ccncc3)n2)cc1
0.11 | i | CCCNC(=O)CS(=O)(=O)c1ccccc1
-3.5 | i | O=S(=O)(CCSc1nc2ccccc2o1)c1nc2ccccc2s1
1.1 | i | Cc1cc(C)nc(N/N=C/c2ccccc2OCc2ccc(Cl)cc2)n1
0.97 | i | COc1ccc(C2=C/C(=C/c3cccnc3)C(=O)O2)cc1OC
0.54 | i | COCCN(C(=O)CCC(=O)Nc1nccs1)C(C(=O)NC(C)(C)C)c1ccc(C)cc1 (stereo unspecified)
1.2 | i | Cn1cnnc1SCc1ccc(C(=O)N=Nc2c(O)n(Cc3ccc(Cl)cc3)c3ccccc23)cc1
1.3 | i | COc1cc(OC)cc(C(=O)Nc2cccc(NC(=O)c3cc(OC)cc(OC)c3)n2)c1
0 | i | CC1=C(C(=O)Nc2ccccn2)C(c2ccc(Br)cc2)n2ncnc2N1 (stereo unspecified)
0.72 | i | C/C=C\C(=O)Nc1cccc(C2=NOC3(C2)C[C@H](C(N)=O)N(C(=O)[C@H]2CCC(=O)N2)C3)c1 (stereo partly specified)
0.94 | i | Cc1ccc2oc(-c3ccc(C)c(NC(=O)Cc4cccs4)c3)nc2c1

Compound profiles, from the list above:
Results for COCCN(C(=O)CCC(=O)Nc1nccs1)C(C(=O)NC(C)(C)C)c1ccc(C)cc1 (stereo unspecified) → Kir21 inh = 0.54; CHT block = i
Results for CCCNC(=O)CS(=O)(=O)c1ccccc1 → Kir21 inh = 0.11; CHT block = i
Results for Cn1cnnc1SCc1ccc(C(=O)N=Nc2c(O)n(Cc3ccc(Cl)cc3)c3ccccc23)cc1 → Kir21 inh = 1.2; CHT block = i

Other results
Kir21 inh | CHT block | SMILES
0.8 | i | Cc1ccc(-n2cccn2)c(CN2CCCC(CNC(=O)c3ccc(F)cc3)C2)c1 (stereo unspecified)
-0.99 | i | Cc1ccc(C(=O)O)cc1NC(=O)CCc1ccccc1
0.05 | i | COc1ccc(OC)c(NC(=O)CSc2nnc(-c3cnccn3)n2C)c1
0.59 | i | Cc1ccc(NC(=S)N(CCCN2CCOCC2)Cc2ccccn2)cc1
-0.62 | i | CC(C)(C)NC(=O)COc1ccc(CNCc2cccs2)cc1
-0.52 | i | CS(=O)(=O)N1CCC2(CC1)OCCN2S(=O)(=O)c1ccccc1
-0.68 | i | CCN(C(=N)N=C(N)N)c1ccccc1
-0.82 | i | CCOC(=O)C1CCN(c2ncnc3c2cnn3C)CC1
-5* | i | COc1ccc(Cc2n[nH]c(=S)n2Cc2ccccc2)cc1Cl
-0.3 | i | CCc1ccc(CCC(=O)Nc2ccc(C)cc2C)o1
1.3 | i | Cc1ccc(-c2n[nH]c(=S)n2/N=C/C=C\c2ccccc2[N+](=O)[O-])cc1
-0.08 | i | [O-]/[N+](=C\C=C\c1ccccc1)c1ccccc1
-0.05 | i | Cc1nnc(Oc2ccccc2F)c2ccccc12
0.67 | i | CCOc1cccc(-c2nc(C(N)=O)c3[nH]c(=O)n(-c4cccc(Cl)c4)c3n2)c1O
0.26 | i | CCN(CC)C(=O)c1sc2nc(-c3ccc(OC)cc3)cn2c1C
2.8 | i | CCC(=O)NNc1nc2c(F)cc(F)cc2s1
2 | i | CC(=O)c1ccc(NC(=O)C2CCCN2S(=O)(=O)c2ccc(C)cc2)cc1 (stereo unspecified)
-1.1 | i | CCc1ccc(S(=O)(=O)Nc2c(C)nn(C)c2C)cc1
-0.55 | i | O=C(N/N=C\c1ccc[nH]1)C1COc2ccccc2O1 (stereo unspecified)
-0.69 | i | CCN(CC)c1ncnc2sc(C(=O)N3CCN(c4ccc(OC)cc4)CC3)c(C)c12
0.1 | i | O=C(Nc1ccc(S(=O)(=O)NCc2ccco2)cc1)c1ccc2ccccc2n1
0.29 | i | Cc1cnn(-c2cc(N/N=C/c3ccccc3)ncn2)c1
